Screening results from PubChem BioAssay.
Hsp90 Hop PPI: changes Hsp90-Hop TPR2A binding signal, up or down; Potency, µM (highest dose often 57 µM), without a hit: at the highest dose activity change, negative = inhibition; AID 595; AlphaScreen TPR2A-His6 binding biotin-Hsp90 C-terminal peptide; actives 0.44% (n = 71,000); active = well fitted curve in either direction with a large enough effect; inconclusive = small, poorly fitted or top-dose-only effect, or another doubt; also: % is scaled to controls: 0 for no effect and ±100 for the full control effect; many of its hits are not listed in these tables
Luciferase inh: inhibitors of firefly luciferase; purified firefly luciferase, luminescence, 8 min; Potency, µM (top dose mostly 57.1 µM), without a hit: top-dose activity change, negative = inhibition, hits mostly inhibitors; actives 2.2% (n = 72,000); also: % is scaled to controls: 0 for no effect and ±100 for the full control effect; nearly all actives have a fitted effect of over 40% in size
Target sequence (P08659 whole entry, looked up): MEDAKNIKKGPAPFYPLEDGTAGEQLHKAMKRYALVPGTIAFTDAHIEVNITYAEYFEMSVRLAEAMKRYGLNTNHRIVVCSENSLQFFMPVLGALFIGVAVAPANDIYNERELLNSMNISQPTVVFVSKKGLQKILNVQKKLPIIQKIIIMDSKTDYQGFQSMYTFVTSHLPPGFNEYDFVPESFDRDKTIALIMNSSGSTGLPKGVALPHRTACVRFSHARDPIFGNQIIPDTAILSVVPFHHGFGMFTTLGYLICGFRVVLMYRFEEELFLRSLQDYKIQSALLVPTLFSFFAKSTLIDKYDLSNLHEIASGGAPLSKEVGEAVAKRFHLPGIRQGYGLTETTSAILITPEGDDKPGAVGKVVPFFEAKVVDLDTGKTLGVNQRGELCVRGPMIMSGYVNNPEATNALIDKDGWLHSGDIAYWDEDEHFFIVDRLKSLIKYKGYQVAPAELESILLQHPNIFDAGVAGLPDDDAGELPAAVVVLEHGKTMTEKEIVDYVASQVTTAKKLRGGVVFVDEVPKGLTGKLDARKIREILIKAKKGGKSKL
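Luminescence read-out after 8 min at room temperature; enzyme reaction used luciferin plus 10 uM ATP (linear range) in imidazole buffer pH 7.2 with KCl, MgCl2, Tween 20 and BSA. Each sample was run as a titration.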
ERK AVP block: blocks ERK signaling stimulated by vasopressin. HEK293-V1b, vasopressin-stimulated pERK AlphaScreen. Potency, µM (titrated, usually from 57.5 µM), for inactives: top-dose activity, negative = inhibition, most hits filed as inhibitors. actives 0.99% (n = 72,000); also: % is scaled to controls: 0 for no effect and ±100 for the full control effect; nearly all actives have a fitted effect of over 55% in size
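HEK293 cells stably expressing V1b receptor, preincubated 30 min at 37 °C with compound, then stimulated 5 min with 25 nM vasopressin. Phospho-ERK by AlphaScreen SureFire after 5 h RT; normalized to DMSO and vasopressin; AC50 by Hill fit.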
HBB splicing: alters splicing of the hemoglobin beta chain. HBB splicing reporter cell assay, activation; EGFP reporter with mutant IVS2-654 intron; response scale: normalised to 500 nM splice-correcting PNA. Potency, µM (series often up to 46.1 µM), without a hit: top-dose activation, usual class: activators. actives 0.06% (n = 65,000); also: 0% is about no effect
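Compounds were applied for 2 days to HeLa EGFP-654 cells, 500/well in Optimem with 2% FCS. The reporter's EGFP is disrupted by mis-splicing of beta-globin intron IVS2-654. Readout: summed well GFP fluorescence from 488 nm laser scanning; reference was 500 nM antisense […] 654 PNA.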
CRE-bla Fsk: alters forskolin-stimulated CRE reporter signaling in CHO cells; actives 2.5% (n = 71,000); Potency, µM (series often up to 38.2 µM), without a hit: at the top dose activity change, negative = inhibition, hits mostly activators; AID 662; CHO CRE-bla reporter (cAMP response element driving beta-lactamase), forskolin EC10, beta-lactamase ratio; active = well fitted activation curve with a large enough effect in the signal ratio, with a control signal flat, not every such curve was filed as active; inconclusive = small, poorly fitted or top-dose-only effect, or effect the other way, or a change in a side signal; the % refers to the signal ratio; also: % of control where 0% means no effect
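Modulation of forskolin-driven signalling is measured in CHO cells carrying a CRE-controlled beta-lactamase reporter. Cells are stimulated with EC10 NKH 477 in the presence of titrated compound for 3 h at 37 °C, then loaded with CCF4 for 2 h at room temperature.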
Starred values were filed as active, the others as inactive; u = inconclusive; x = not tested or not shown; & = joins results of further samples; [ ] = dose if it differs, or a comment. Unless noted, calls follow the shape of the dose curve; as a rule, active = well fitted curve in the direction sought with a large enough effect; inconclusive = small, poorly fitted or top-dose-only effect, or another doubt; inactive = no such curve, though single readings can be large; an effect the other way counts as inactive or inconclusive. Potency is read from the fitted curve at half-maximal effect.

Results follow in this order: Hsp90 Hop PPI | HBB splicing | Luciferase inh | ERK AVP block | CRE-bla Fsk
CC(C)Nc1nc(Cl)nc(NC(C)C)n1
    x | x | x | -1% | x
COc1cc2c(cc1OC)-c1c(OC)c(OC)c(C=O)c3c1[C@H](C2)N(C)CC3
    x | x | x | -23% | x
NNCc1ccccc1
    x | x | x | -14% | x
CC(C)c1ccc2c(c1O)CCC1C3=C(CC[C@]21C)C(=O)OC3 (stereo partly specified)
    x | x | x | -26% | x
CC1OC(=O)C(C(C)C)NC(=O)C(C(C)C)OC(=O)C(C(C)C)NC(=O)C(C)OC(=O)C(C(C)C)NC(=O)C(C(C)C)OC(=O)C(C(C)C)NC(=O)C(C)OC(=O)C(C(C)C)NC(=O)C(C(C)C)OC(=O)C(C(C)C)NC1=O (stereo unspecified)
    x | x | x | 19% | x
CCC(=O)OC1CCC2C3CCC4=CC(=O)CC[C@@]4(C)C3CC[C@]12C (stereo partly specified)
    x | x | x | 6% | x
S=C=NCc1ccccc1
    x | x | x | 0% | x
C=C1CC2C(CC[C@]3(C)C(=O)CCC23)[C@]2(C)C=CC(=O)C=C12 (stereo partly specified)
    x | x | x | -14% | x
CC(C)C(N)C(=O)OCCOCn1cnc2c(=O)[nH]c(N)nc21 (stereo unspecified)
    x | x | x | 23% | x
C[C@@]12CCC(Cl)C[C@H]1CCC1C2CC[C@]2(C)C(=O)CCC12 (stereo partly specified)
    x | x | x | -6% | x
CC(=O)O.CC(=O)O.[Cd]
    x | x | x | 1% | x
CC(CCC(=O)O)C1CCC2C3CC[C@H]4CC(O)CC[C@@]4(C)C3CC[C@@]12C (stereo partly specified)
    x | x | x | u | x
CCC(CO)NC(=O)C1C=C2c3cccc4[nH]cc(c34)CC2N(C)C1 (stereo unspecified)
    x | x | x | -14% | x
ClC1C(Cl)C(Cl)C(Cl)C(Cl)C1Cl (stereo unspecified)
    x | x | x | 14% | x
CC1(C)C(O)CC(O)[C@]2(C)C1CC(=O)[C@]1(C)C2CC[C@@]2(C)C(c3ccoc3)OC(=O)C3OC321 (stereo partly specified)
    x | x | x | -1% | x
CCC1CN2CCC1CC2C(O)c1ccnc2ccc(OC)cc12 (stereo unspecified)
    x | x | x | 13% | x
CCOC(=O)C1C(C=C(C)C)C1(C)C (stereo unspecified)
    x | x | x | 7% | x
COC(=O)[C@@H]1C[C@H]2CC[C@H](O)C[C@H]2N1CC1CC1
    x | x | x | 8% | x
CCCN1[C@H](C(=O)OC)C[C@@H]2CC[C@@H](O)C[C@@H]21
    x | x | x | -4% | x
CN1CCCCC1c1ccc(-c2cccnc2)nc1 (stereo unspecified)
    x | x | x | -21% | x
CN1C2CCC1CC(OC(c1ccccc1)c1ccccc1N)C2 (stereo unspecified)
    x | x | x | 3% | x
CC(=O)OC1C[C@H](O[C@@H]2C(O)C[C@H](O[C@@H]3C(O)C[C@@H](OC4CC[C@]5(C)C(CCC6C5CC(O)[C@@]5(C)C(C7=CC(=O)OC7)CC[C@@]65O)C4)OC3C)OC2C)O[C@H](C)[C@H]1O[C@H]1OC(CO)C(O)C(O)C1O (stereo partly specified)
    x | x | x | 19% | x
CC[C@@]1(O)CC(O)c2c(cc3c(c2O)C(=O)c2c(O)ccc(O)c2C3=O)C1C(=O)OC (stereo partly specified)
    x | x | x | u | x
COc1cc2c(cc1O)CC1c3c(cc(O)c(OC)c3-2)CCN1C (stereo unspecified)
    x | x | x | -7%&12% | x
CC1=C2C3OC(=O)[C@H](C)[C@H]3CC[C@@]2(C)C=CC1=O (stereo partly specified)
    x | x | x | -25% | x
OCC1CCCN2CCCCC12 (stereo unspecified)
    x | x | x | 3% | x
COC1=C[C@H]2[C@H]3Cc4ccc(OC)c(O)c4[C@@]2(CCN3C)CC1=O
    x | x | x | -11% | x
C=C[C@H]1CN2CC[C@H]1C[C@H]2c1[nH]c2ccccc2c1CCO
    x | x | x | 0% | x
COc1cc2c(cc1OC)[C@@H]1C(=O)c3ccc4oc(C(C)C)cc4c3OC1CO2 (stereo partly specified)
    x | x | x | 1% | x
C[C@@]12CCC(=O)C[C@@H]1CC[C@@H]1[C@@H]2CC[C@]2(C)C(=O)CC[C@@H]12
    x | x | x | 2% | x
CCC(C)C(=O)c1c(O)c(C)c2oc3c(C)c(O)c(C(=O)C(C)CC)c(O)c3c2c1O (stereo unspecified)
    x | x | x | 17% | x
COc1cc2c(cc1OC)[C@@H]1C(=O)c3ccc(OC)c(CC=C(C)C)c3OC1CO2 (stereo partly specified)
    x | x | x | -11% | x
COc1ccc2c(c1OC)C(=O)O[C@@H]2C1c2cc3c(cc2CCN1C)OCO3 (stereo partly specified)
    x | x | x | 0% | x
C=C(C)C1Cc2c(ccc3c2OC2COc4cc(OC)c(OC)cc4C2C3=O)O1 (stereo unspecified)
    x | x | x | u | x
C[C@@H](CO)NC(=O)[C@@H]1C=C2c3cccc4[nH]cc(c34)C[C@H]2N(C)C1
    x | x | x | -32% | x
CC(C)=CCCC1(C)C=Cc2c(O)c3c(c(CC=C(C)C)c2O1)OC12C(CC4CC1C(C)(C)OC2(C/C=C(/C)C(=O)O)C4O)C3=O (stereo unspecified)
    x | x | x | 37% | x
CC1O[C@@H](OC2CC[C@@]3(C=O)C4CC[C@]5(C)C(C6=CC(=O)OC6)CC[C@@]5(O)C4CC[C@]3(O)C2)C(O)C(O)C1O (stereo partly specified)
    x | x | x | 14% | x
FC(F)(F)c1cccc(N2CCNCC2)c1
    x | x | x | 5% | x
CC1(C)C(=O)C=C[C@@]2(C)C1=C(O)C(=O)[C@@]1(C)C2CC[C@@]2(C)C(c3ccoc3)C[C@H]3O[C@@]321 (stereo partly specified)
    x | x | x | 23% | x
COc1ccc(C2Oc3c(I)c(OC)cc(OC)c3CC2O)cc1OC (stereo unspecified)
    x | x | x | u | x
COc1ccc2c(c1)[C@@]13CCCCC1[C@@H](C2)N(C)CC3 (stereo partly specified)
    x | x | x | -14% | x
COC(=O)[C@@H]1C[C@@]2(O)[C@H](O)[C@H](O)[C@H](O)C[C@H]2N1Cc1cccnc1
    x | x | x | 18% | x
C/C=C1/CN2CC[C@]34C(=C(C=O)[C@H]1C[C@@H]23)Nc1ccccc14
    x | x | x | 16% | x
CC1=C(O)C(=O)C=C2C1=CC=C1[C@]2(C)CC[C@@]2(C)C3C[C@](C)(C(=O)O)CC[C@@]3(C)CC[C@@]12C (stereo partly specified)
    x | x | x | 32µM* | x
CC1C(=O)OC2C(O)C34C5OC(=O)[C@@]3(OC3OC(=O)[C@H](O)[C@]34C(C(C)(C)C)C5O)[C@]12O (stereo partly specified)
    x | x | x | 30%[activator] | x
CN1C2CC(OC(=O)C(CO)c3ccccc3)CC1C(O)C2 (stereo unspecified)
    x | x | x | 32% | x
CCC1(c2ccc(N)cc2)CCC(=O)NC1=O (stereo unspecified)
    x | x | x | -14% | x
O=C1C=C2C(=CCOC2O)O1 (stereo unspecified)
    x | x | x | 32µM* | x
CCC1(C2=NCCN2)Cc2ccccc2O1 (stereo unspecified)
    x | x | x | 29% | x
CN(C)C1C(=O)C(C(N)=O)=C(O)[C@@]2(O)C(=O)C3=C(O)c4c(O)cccc4[C@](C)(O)C3C(O)C12 (stereo partly specified)
    x | x | x | 11% | x
O=C1C=C2C=CC3C[C@@]2(O1)C1CCCCN31 (stereo partly specified)
    x | x | x | 14% | x
C/C=C(/C)C(=O)OC1CC[C@]2(C)C3CCC4[C@]5(O)CC(O)[C@]6(O)C(CN7CC(C)CCC7[C@]6(C)O)[C@]5(O)C[C@@]42O[C@]13O (stereo partly specified)
    x | x | x | 6% | x
CCN1C[C@]2(C)CC[C@H](O)[C@@]34C5C[C@@H]6[C@@H](OC)C[C@@](O)(C5[C@H]6O)[C@@H](CC23)[C@@H]14 (stereo partly specified)
    x | x | x | 29% | x
CCc1cccc(C)c1N(C(=O)CCl)C(C)COC (stereo unspecified)
    x | x | x | 10% | x
O=C(NC(=O)c1c(F)cccc1F)Nc1cc(Cl)c(OC(F)(F)C(F)C(F)(F)F)cc1Cl (stereo unspecified)
    x | x | x | -4% | x
NC(N)=NOCCC(N)C(=O)O (stereo unspecified)
    x | x | x | -17%&-5% | x
O=C(CC[N+](=O)[O-])OCC1OC(O)C(OC(=O)CC[N+](=O)[O-])[C@@H](OC(=O)CC[N+](=O)[O-])C1OC(=O)CC[N+](=O)[O-] (stereo partly specified)
    x | x | x | -22% | x
CC(N)Cc1ccc(O)cc1 (stereo unspecified)
    x | x | x | -20% | x
CCCCCCC(C)OC(=O)COc1ccc(Cl)cc1Cl (stereo unspecified)
    x | x | x | 1% | x
C[C@@]12CCC(OS(=O)(=O)O)C[C@@H]1CCC1C2CC[C@]2(C)C(=O)CCC12 (stereo partly specified)
    x | x | x | -11% | x

Full records, quoted from the list. Screens in order: Hsp90 Hop PPI, HBB splicing, Luciferase inh, ERK AVP block, CRE-bla Fsk
Results for CCN1C[C@]2(C)CC[C@H](O)[C@@]34C5C[C@@H]6[C@@H](OC)C[C@@](O)(C5[C@H]6O)[C@@H](CC23)[C@@H]14 (stereo partly specified) = x, x, x, 29%, x
Results for NC(N)=NOCCC(N)C(=O)O (stereo unspecified) = x, x, x, -17%&-5%, x
Results for CC(N)Cc1ccc(O)cc1 (stereo unspecified) = x, x, x, -20%, x
Results for C[C@@]12CCC(OS(=O)(=O)O)C[C@@H]1CCC1C2CC[C@]2(C)C(=O)CCC12 (stereo partly specified) = x, x, x, -11%, x
Results for CCC1(c2ccc(N)cc2)CCC(=O)NC1=O (stereo unspecified) = x, x, x, -14%, x

Continued.
Results follow in this order: Hsp90 Hop PPI | HBB splicing | Luciferase inh | ERK AVP block | CRE-bla Fsk
Cc1[nH]cnc1CCN
    x | 0.2% | x | -1% | x
O=C1NO[C@@H]2CN[C@@H](C(=O)O)[C@H]12
    x | 0.3% | x | 9% | x
CC1Cc2c(cnc3c2CN(C)CC3)CO1 (stereo unspecified)
    x | 1.0%[9.22 µM] | x | 20%[11.5 µM] | x
Cc1cccc(NC(=O)N[C@@H]2N=C(c3ccccc3)c3ccccc3N(CC(=O)c3ccccc3C)C2=O)c1
    x | -0.7% | x | -13% | x
COC(=O)[C@H]1[C@@H](c2ccccc2)[C@@]2(c3ccccc3)Oc3ccccc3[C@@]1(O)[C@@H]2O
    x | 1.0%[9.22 µM] | 0%[11.4 µM] | 9%[11.5 µM] | x
ClC=C(Cl)Cl
    3% | -1.3% | x | -10% | -7%
Oc1ccc(Cl)cc1Cc1ccccc1
    -1% | -1.3% | x | 34% | 5%
CC(C)(C)c1ccccc1O
    -10% | 2.3% | x | 7% | 7%
ClCCBr
    -1% | -0.9% | x | -5% | -5%
CCCSC(=O)Cl
    -1% | -0.2% | x | 21% | 2%
Oc1cc(Cl)cc(Cl)c1
    -4% | 0.4% | x | 7% | 18%
CCCCCCCCCCCC[N+](C)(C)CCOc1ccccc1
    u | -0.9% | x | u | u
O=C(CCl)c1ccccc1
    -2% | 1.4% | x | 43%[activator] | -13%
Nc1ccc2ccccc2c1
    1% | -0.2% | x | -15% | -10%
Cc1ccc(O)cc1
    -11% | 0.1% | x | -22% | -8%
CC(C)(COCC1CO1)COCC1CO1 (stereo unspecified)
    -6% | -0.4% | x | 18% | 5%
c1ccc(Nc2ccc3ccccc3c2)cc1
    10% | -0.4% | x | 27% | -16%
ClC(Br)Br
    0% | 2.1% | x | -2% | -11%

Not all compounds are listed, so the mix of outcomes need not match the whole.
